Assay outcomes from PubChem.
BLM helicase inh = blocks DNA unwinding by human BLM helicase | Potency, µM (doses to about 56.1 µM), for inactives: at the top dose activity change, negative = inhibition, hits mostly inhibitors | P54132 | recombinant BLM DNA unwinding, fluorescence dequenching | 350,000 tested, 0.2% active;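 also: plate controls were vehicle for no effect and no enzyme for full effect; nearly all actives have a fitted effect of over 35% in size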
Pol iota inh = inhibitors of human DNA polymerase iota; Pol iota fluorescent replication assay, 10 min; Potency, µM (top dose mostly 115 µM), inactives show at the highest dose activity, negative = inhibition, usual class: inhibitors; 390,000 tested, 1% active; AID 588590
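Fluorescent replication assay read twice, at 0 min and 10 min after adding 50 nM (final) substrate. Enzyme (10 nM) and compounds were first incubated 15 min at room temperature; enzyme-free buffer wells were negative controls.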
G9a inh = inhibitors of human histone lysine methyltransferase G9a; 350,000 tested, 8.8% active; Potency, µM (highest dose often 102 µM), inactives show at the highest dose activity, negative = inhibition, usual class: inhibitors; AID 504332; G9a H3K9 monomethylation, AlphaScreen, 2 h; Q96KQ7; also: % is scaled to controls: 0 for no effect and ±100 for the full control effect; nearly all actives have a fitted effect of over 75% in size
Target sequence (Q96KQ7 913-1193 limits assumed): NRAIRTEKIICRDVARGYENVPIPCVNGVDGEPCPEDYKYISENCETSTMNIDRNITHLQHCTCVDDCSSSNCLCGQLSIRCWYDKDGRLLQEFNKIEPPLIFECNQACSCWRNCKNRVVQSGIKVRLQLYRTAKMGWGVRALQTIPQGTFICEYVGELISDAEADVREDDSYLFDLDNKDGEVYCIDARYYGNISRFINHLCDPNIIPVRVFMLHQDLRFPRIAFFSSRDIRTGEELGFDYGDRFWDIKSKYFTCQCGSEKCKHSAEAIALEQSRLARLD
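Signal arises when biotinylated H3K9 peptide, once monomethylated, bridges streptavidin donor and antibody-captured acceptor beads. Enzyme at 20 nM was preincubated 15 min with test compounds; peptide 500 nM and SAM 20 uM then reacted for 2 h.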
APEX1 inh = APE1 (human) endonuclease inhibition; AID 2517; P27695; recombinant APE1, TAMRA/BHQ-2 abasic DNA cleavage fluorescence; 350,000 tested, 0.35% active; Potency, µM (titrated, usually from 65.8 µM), for inactives: at the top dose activity change, negative = inhibition, hits mostly inhibitors;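 also: plate controls were vehicle for no effect and reference inhibitor for full effect; nearly all actives have a fitted effect of over 55% in size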
Target sequence (P27695 whole entry, looked up): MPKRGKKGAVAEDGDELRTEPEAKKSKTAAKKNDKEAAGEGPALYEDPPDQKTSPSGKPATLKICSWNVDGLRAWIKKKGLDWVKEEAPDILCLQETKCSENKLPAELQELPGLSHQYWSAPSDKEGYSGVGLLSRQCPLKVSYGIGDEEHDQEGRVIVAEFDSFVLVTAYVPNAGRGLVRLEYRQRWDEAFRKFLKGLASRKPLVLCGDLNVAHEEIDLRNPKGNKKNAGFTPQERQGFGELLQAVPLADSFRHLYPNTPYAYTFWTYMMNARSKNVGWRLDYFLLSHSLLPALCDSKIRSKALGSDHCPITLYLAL
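Activity was derived from the fluorescence gain between first and third kinetic reads (60 s intervals, ex 525/em 598 nm) after 50 nM THF-abasic TAMRA/BHQ-2 duplex was added to 0.75 nM APE1 preincubated 15 min with compound.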
Pol eta inh = DNA polymerase eta (human) inhibition | Q9Y253 | recombinant Pol eta, fluorescent DNA replication assay | Potency, µM (highest dose often 114 µM), without a hit: at the top dose activity change, negative = inhibition, actives largely listed as inhibitors | 390,000 tested, 1.2% active | AID 588591; also: % is scaled to controls: 0 for no effect and ±100 for the full control effect
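Fluorescent replication assay: 50 nM final substrate added after a 15 min room-temperature compound preincubation with 10 nM enzyme. Signal taken at 0 min and again at 10 min.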
Anesthetic bind = candidate novel general anesthetic via apoferritin binding | apoferritin/1-aminoanthracene competitive binding, fluorescence | AID 485281 | Potency, µM (highest dose often 77.5 µM), for the others: at the top dose activity change, negative = displacement, hits mostly inhibitors | 350,000 tested, 0.074% active; also: % is scaled to controls: 0 for no effect and ±100 for the full control effect; nearly all actives have a fitted effect of over 20% in size
Target sequence (P02791 2-175 limits assumed): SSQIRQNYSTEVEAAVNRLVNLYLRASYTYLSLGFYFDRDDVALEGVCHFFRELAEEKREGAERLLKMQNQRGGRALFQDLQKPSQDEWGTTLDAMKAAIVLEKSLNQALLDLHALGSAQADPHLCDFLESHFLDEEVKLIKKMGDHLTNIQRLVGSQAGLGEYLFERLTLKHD
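Probe: 1-aminoanthracene (50% saturated, PBS). Protein: horse-spleen apoferritin, 10 uM. Incubation: 10 min, room temperature. Detection: 380 nm excitation, 535 nm emission. Analysis: normalized response, four-parameter Hill.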
Pol beta inh = DNA polymerase beta (human) inhibition; P06746; Pol beta primer extension/strand displacement, fluorescence kinetic; Potency, µM (titrated, usually from 114 µM), without a hit: top-dose activity change, negative = inhibition, usual class: inhibitors; 340,000 tested, 1.3% active; AID 485314; also: % is scaled to controls: 0 for no effect and ±100 for the full control effect
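Pol beta (10 nM) was preincubated with compound for 15 min at room temperature. The reaction was then started with 50 nM substrate and read immediately and after a further 10 min at room temperature.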
BAZ2B block = blocks human BAZ2B; AID 504333; Potency, µM (titrated, usually from 114 µM), for inactives: top-dose activity change, negative = inhibition, usual class: inhibitors; AlphaScreen BAZ2B-H3K14Ac peptide displacement; Q9UIF8; 360,000 tested, 4.4% active; also: % is scaled to controls: 0 for no effect and ±100 for the full control effect; nearly all actives have a fitted effect of over 60% in size
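BAZ2B (50 nM) with biotin-H3(5-23)K14Ac peptide (50 nM) in PBS pH 7.4, 0.01% Tween-20, preformed 30 min, then compound 30 min at room temperature; top concentration 110uM. AlphaScreen streptavidin donor/nickel chelate acceptor beads (10 ug/mL final), 20 min dark, signal read.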
Pol kappa inh = inhibitors of human DNA polymerase kappa; Q9UBT6; purified Pol kappa, fluorescent DNA synthesis assay, 10 min; Potency, µM (doses to about 107 µM), for the others: at the highest dose activity, negative = inhibition, usual class: inhibitors; 400,000 tested, 0.53% active; AID 588579; also: % is scaled to controls: 0 for no effect and ±100 for the full control effect
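Here, compound and 10 nM enzyme are combined for 15 min at room temperature; adding 50 nM substrate (final) starts DNA synthesis, tracked by fluorescence at 0 and 10 min against buffer-only wells.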
Numbers without * were called inactive; u = inconclusive; x = not tested or not shown; & = joins results of further samples; [ ] = remark or other dose. Calls follow the shape of the dose curve; as a rule, active = well fitted curve in the direction sought with a large enough effect; inconclusive = small, poorly fitted or top-dose-only effect, or another doubt; inactive = no such curve, though single readings can be large; an effect the other way counts as inactive or inconclusive. Potency is read from the fitted curve at half-maximal effect. Some of the compounds tested (hit frequency here may not be typical).

SMILES	BLM helicase inh	Pol iota inh	G9a inh	APEX1 inh	Pol eta inh	Anesthetic bind	Pol beta inh	BAZ2B block	Pol kappa inh
COc1ccc(C2(C)NC(=O)N(CC(=O)c3ccc4c(c3)OCO4)C2=O)cc1 (stereo not drawn)	-1%	17%	100%[activator]	17%	-23%	u	31%	8%	-4%
CCNC(=S)Nc1scc(-c2ccccc2)c1C(=O)OCC	-4%	-1%	u	1%	-13%	-11%	-7%	2%	-14%
COc1ccccc1NC(=O)C(CC(C)C)NC(=O)C1CCCCC1 (stereo not drawn)	-6%	6%	-43%	0%	-20%	-17%	15%	12%	-4%
NS(=O)(=O)c1ccc(CNC(=O)c2ccc(Cl)c(S(=O)(=O)NCc3ccccc3)c2)cc1	x	-26%	-9%[12.7 µM]	-7%	-9%	x	x	12%	-20%
O=c1c2c([N+](=O)[O-])cc([N+](=O)[O-])cc2sn1Cc1ccccc1	-7%	59%[activator]	1µM*	-1%	-19%	-7%	21%	3.5µM*	7%
CC(=O)Nc1ccc(S(=O)(=O)Nc2cc(C)c(-n3nc4ccccc4n3)cc2O)cc1	-4%	u	-29%[12.7 µM]	-2%	-15%	0%	u	-8%	0%
Cc1nnc(SCC(=O)Nc2sccc2C(N)=O)n1Cc1ccccc1	-6%	-11%	-8%[59 µM]	-6%	-2%	-8%	19%	14%	-4%
O=[N+]([O-])c1cccc(/C=N/N=C\c2ccccc2)c1	-2%	1%	39%	49%	-11%	1%	6%	-37%	-7%
O=C(NCc1ccccc1Cl)c1ccc(-c2ccccc2)cc1	5%	-1%	-4%[59 µM]	17%	-7%	-5%	20%	1%	-26%
Cc1occc1C(=O)N=Nc1c(O)[nH]c2ccc(Br)cc12	-3%	x	-2%	-6%	x	-2%	21%[57.1 µM]	-4%	x
CCCCCc1nnc(NC(=O)OCCC)s1	-1%	14%	10%[12.7 µM]	-4%	-11%	-8%	9%	-6%	-7%
CCOc1ccc(N(CC(=O)Nc2ccc(C)c(C)c2)S(=O)(=O)c2c(C)noc2C)cc1	-8%	u	13%[59 µM]	-7%	-15%	4%	-16%	9%	-16%
Cc1cccc(C[C@H](C(=O)O)N2C(=O)c3ccc(C(=O)O)cc3C2=O)c1	3%	x	5%[12.7 µM]	-9%	x	0%	x	1%	x
CCOC(=O)CSc1nc(C(C)C)nc2ccccc12	-1%	12%	-15%[12.7 µM]	1%	0%	0%	-2%	53%[activator]	-15%
CCC(=NCc1ccco1)c1c(C(F)(F)F)[nH]n(-c2nc3ccccc3s2)c1=O	38%[activator]	0%	8%[12.7 µM]	-2%	-11%	-2%	2%	-1%	1%
Cc1[nH]c2ccccc2c1Cc1n[nH]c(=S)n1C	2%	9%	2µM*	2%	-8%	-2%	1%	2%	5%
CCCCCN1CSC(=S)N(Cc2ccccc2)C1	-2%	14%	-9%[59 µM]	-3%	-25%	-1%	13%	18%	-13%
COc1ccc(CC(=O)Nc2ccc(S(=O)(=O)N3CCC(C)CC3)cc2)c(OC)c1	x	25%	-8%[2.33 µM]	9%	u	x	x	1%	-11%
O=C(CSc1nnnn1C1CCCC1)Nc1cccc(NC(=O)c2ccco2)c1	-4%	18%	7%[59 µM]	-3%	-6%	u	21%	-7%	-7%
CN(Cc1cccs1)C(=O)CN1CCN(S(=O)(=O)c2ccc3c(c2)OCCCO3)CC1	x	16%	45µM*	8%	7%	x	x	1%	-4%
Cc1cc(C(=O)COc2ccccc2[N+](=O)[O-])c(C)n1-c1cccc(S(=O)(=O)N2CCOCC2)c1	4%	-4%	-8%[59 µM]	12%	-19%	-11%	5%	2%	-1%
CC(CC(=O)NCc1ccc(F)cc1)c1ccccc1 (stereo not drawn)	-2%	18%	23%	-6%	-15%	0%	60%	4%	5%
Cc1ccc(S(=O)(=O)N2[C@@H](c3ccc(C(C)(C)C)cc3)C(C(=O)O)=CC[C@H]2c2ccc(Cl)c(Cl)c2)cc1	x	-6%	x	-6%	0%	x	x	x	-29%
COc1ccc(S(=O)(=O)n2nc(C)c(S(=O)(=O)N3CCCCCC3)c2C)cc1OC	1%	-1%	-22%[59 µM]	x	6%	-6%	5%	-13%	-14%[60.1 µM]
Cc1nn(CC(=O)N2N=C(C(F)F)CC2(O)C(F)F)c(C)c1[N+](=O)[O-] (stereo not drawn)	0%	6%	9%[59 µM]	0%	-13%	-11%	5%	11%	-6%

Sorted by the number under APEX1 inh (ascending): some entries from above.
Compound | BLM helicase inh | Pol iota inh | G9a inh | APEX1 inh | Pol eta inh | Pol beta inh | BAZ2B block | Pol kappa inh
O=c1c2c([N+](=O)[O-])cc([N+](=O)[O-])cc2sn1Cc1ccccc1 | -7% | 59%[activator] | 1µM* | -1% | -19% | 21% | 3.5µM* | 7%
Cc1nn(CC(=O)N2N=C(C(F)F)CC2(O)C(F)F)c(C)c1[N+](=O)[O-] (stereo not drawn) | 0% | 6% | 9%[59 µM] | 0% | -13% | 5% | 11% | -6%
O=[N+]([O-])c1cccc(/C=N/N=C\c2ccccc2)c1 | -2% | 1% | 39% | 49% | -11% | 6% | -37% | -7%

Carrying on.
SMILES	BLM helicase inh	Pol iota inh	G9a inh	APEX1 inh	Pol eta inh	Anesthetic bind	Pol beta inh	BAZ2B block	Pol kappa inh
NC(=O)c1cnn2c(-c3cccc(C(F)(F)F)c3)ccnc12	-4%	73%[activator]	0%	-2%	-11%	-9%	-2%	2%	-36%
COCCCNC(=O)c1ccc(Cn2c(=O)c3ccccc3n(CC(N)=O)c2=O)cc1	1%	13%	6%[59 µM]	x	3%	5%	7%	-2%	-5%
O=C(CCCOc1ccc(Br)cc1)NNC(=O)c1ccncc1	x	28%	u	17%	4%	x	x	-2%	-6%
COc1ccc(OC)c(CCNC(=O)Cn2ccc3cc(S(=O)(=O)N4CCCCC4)ccc32)c1	-2%	21%	-32%[59 µM]	x	-12%	42%[activator]	0%	-30%	4%
Nc1nnc(Cc2ccccc2)s1	0%	9%	u	5%	12%	-12%	-1%	0%	-3%
CCCCNc1c(N2CCN(C(=O)OCC)CC2)c(=O)c1=O	4%	11%	-11%[59 µM]	-6%	-14%	2%	1%	13%	2%
O=C(Nc1ccccc1)c1ccc(S(=O)(=O)N(CCO)CCO)cc1	-1%	10%	5%[12.7 µM]	3%	-4%	0%	-2%	0%	-13%
O=C(NC1CCN(S(=O)(=O)c2ccc(F)cc2)CC1)C1CCCCC1	-5%	-16%	2%	35%	-15%	-13%	21%	-34%	4%
CCOC(=O)c1c(C)n(C)c2cc(Br)c(OC)cc12	-2%	106%[activator]	12%	0%	-14%	-5%	13%	10%	-8%
COc1ccc(NC(=O)Cn2c(=O)n(Cc3ccccc3)c(=O)c3sc4ccccc4c32)cc1	-4%	22%	4%[59 µM]	x	-9%	-3%	3%	-2%	-9%
NC(=O)CN1CCN(S(=O)(=O)c2ccc(Cl)cc2)CC1	-5%	93%[activator]	16%	3%	-12%	-3%	0%	-2%	-2%
CCN1C(=O)/C(=C2\SC(=S)N(NC(=O)c3cccnc3)C2=O)c2ccccc21	-5%	-15%	40µM*	-5%	-14%	-9%	11%	u	-5%
COc1ccc(C(=O)N[C@H](C(=O)NCc2ccc(C)cc2)C(C)C)cc1	-1%	0%	-4%[59 µM]	40%[12.4 µM]	-14%	-3%	23%	0%	-4%
Cc1ccccc1NCC(=O)N/N=C/c1c[nH]c2ccccc12	-16%	31%[activator]	u	-11%	-28%	u	4%	-17%	-5%[60.1 µM]
C(=N\Nc1nc2ccccc2[nH]1)/c1ccncc1	-5%	4%	-38%	-4%	-12%	-16%	-2%	x	-16%
CC(=O)N[C@@H](Cc1c[nH]c2ccccc12)C(=O)NCCc1ccc(S(N)(=O)=O)cc1	0%	89%[activator]	-1%	43%	3%	37%[activator]	25%	-9%	-14%
O=C1CN(C(=S)Nc2ccc(OC(F)F)cc2)CCN1	0%	119%[activator]	19%	17%	-14%	-2%	53%	-3%	-3%
Cc1ccc(NC(=O)CN2C(=O)N/C(=C/c3ccc4c(c3)OCCO4)C2=O)cc1	-1%	14%	20%	-1%	4%	8%	31%	1%	7%
CCOC(=O)C1=C(C)C(c2ccccc2OC)NC(=S)N1 (stereo not drawn)	-3%	12%	21%[12.7 µM]	0%	-4%	-12%	1%	-3%[57.1 µM]	6%
Fc1cccc2sc(Nc3nnc(-c4ccco4)o3)nc12	-6%	u	-20%[59 µM]	0%	u	-7%	18µM*	-8%	-28%
CC(C)C(NC(=O)CCN1C(=O)c2ccccc2C1=O)c1ccccc1 (stereo not drawn)	-7%	103%[activator]	15%[59 µM]	38%	11%	-9%	2%	-36%	-3%
CCN(C(=O)c1ccc2c(=O)n3c(nc2c1)CCCCC3)c1ccc(F)cc1	0%	20%	2%	-8%	-18%	-9%	25%	-3%	-8%
CO[C@@]1(NC(=O)C2SC(=C(C(N)=O)C(=O)O)S2)C(=O)N2C(C(=O)O)=C(CSc3nnnn3C)CS[C@@H]21 (stereo partly drawn)	x	11µM*	16µM*	-2%	-2%	x	x	50µM*	45µM*
CCC(C)NC(=O)C1CCN(S(=O)(=O)c2cccnc2)CC1 (stereo not drawn)	0%	-4%	-29%	-2%	-10%	-4%	0%	1%	-6%
CCCC(=O)Nc1nnc(S(=O)(=O)N(CC)c2ccccc2)s1	-3%	2%	-7%	37%	-4%	26%	0%	-9%	1%
Cc1ccc(C(=O)N/C(=C\c2cn(-c3ccccc3)nc2-c2ccccc2)C(=O)N2CCOCC2)cc1	-3%	u	-9%	-1%	5%	-9%	-2%	3%	-5%
O=C(Cn1nc2ccccc2n1)N/N=C/c1cc([N+](=O)[O-])ccc1O	1%	28%	u	-1%	10%	-8%	-17%	11µM*	-9%
Cc1ccc(C)c(N2CCN(C(=O)CCNC(=O)Cn3ccc4ccccc4c3=O)CC2)c1	2%	-9%	u	-2%	3%	-9%	9%	-11%	0%
COc1cccc(NC(=O)c2oc3ccc(S(=O)(=O)N4CCOCC4)cc3c2C)c1	-8%&0%	125%&-24%[activator]	-41%	u	0%&-12%	-21%&-12%	6%&-6%	5%&-1%	-5%
COc1ccc(CNC(=O)C[C@H]2C[C@H](C(=O)N3CCOCC3)[C@@]3(C)c4[nH]c5cc(-c6ccco6)ccc5c4CCN3C2=O)cc1OC	x	8%	x	-28%	-7%	x	x	x	-17%
